# From PubChem BioAssay
# NCI-60 one-dose screen, 48 h, at 10 µM unless noted. Numbers give growth in % (100 = growth as untreated, 0 = no growth, -100 = all killed).
# T-47D – T-47D breast cancer; 5% of 79,000 active
# HS 578T – HS 578T breast cancer; AID 1794788; 4.1% of 78,000 active
# LOX IMVI – LOX IMVI melanoma. 7.4% of 79,000 active. AID 1794757
# SK-MEL-5 – SK-MEL-5 melanoma. 6.4% of 80,000 active. AID 1794755
# MDA-MB-435 – MDA-MB-435 melanoma; AID 1794794; 7.8% of 82,000 active
# BT-549 – BT-549 breast cancer; 4.4% of 78,000 active
# SK-MEL-28 – SK-MEL-28 melanoma. 4.1% of 81,000 active. AID 1794761
# SK-MEL-2 – SK-MEL-2 melanoma; 4.7% of 77,000 active
# * marks the source's active call; other numbers are inactive results; x = no result given; & = joins results of further samples. Rule for the calls: active = growth percent below 10; inactive = the rest.
1. Cc1nc(NCCCN2CCOCC2)c2cnn(-c3ccccc3)c2n1
2. Cc1[nH]c(C2CC(c3cccs3)=NN2c2ccc(Cl)cc2)c(C)c1C(=O)O (centres undefined)
3. O=[N+]([O-])c1ccc(Cl)cc1Cl
4. CC(C)(C)NCc1cc(O)c(CNC(C)(C)C)cc1O
5. Cc1nnc(NS(=O)(=O)c2ccc(N3C(N)=NC(N)=NC34CCCC4)cc2)s1
6. OC(c1cc(-c2cccc(Cl)c2)nc2ccccc12)C1CCCCN1 (centres undefined)
7. CCOC(=O)c1ccc(NC(=O)CS(=O)(=O)c2ccccc2)cc1
8. CCn1cc(CNc2ccc(C(=O)Nc3cc4cc(OC)c(OC)cc4c(C)n3)cc2)cn1
9. CC(C)(C)OC(=O)n1cc(-c2nc(-c3ccsc3)cs2)c2ccccc21
10. CCOC(=O)C1C(=O)N(c2ccccc2CC)C(=O)C(C#N)=C1c1ccc2c(c1)OCO2 (centres undefined)

compound no.,1,2,3,4,5,6,7,8,9,10
T-47D,104,84,105,100,102,-72*,101,-3.2*,80,92
HS 578T,101,98,108,104,102,35,102,70,106,120
LOX IMVI,97,94,110,99,99,-91*,97,46,89,105
SK-MEL-5,97,99,110,105,107,-68*,99,10,93,110
MDA-MB-435,105,100,111,118,104,-57*,100,11,101,98
BT-549,100,96,103,105,103,67,108,25,104,107
SK-MEL-28,111,107,114,111,98,-94*,109,70,104,106
SK-MEL-2,101,109,127,102,112,-92*,101,39,104,117

11. CC1=NC(=S)NC(c2ccccc2)/C1=C1/CC(c2ccccc2O)NN1 (centres undefined)
12. NS(=O)(=O)c1ccc(NC(=O)CSc2nc3ccccc3c(=O)n2-c2ccccc2)cc1
13. O=C(Nc1nc(-c2ccccc2)cs1)c1ccccc1CN1C(=O)c2ccccc2C1=O
14. CC1(C)CC[C@]23CC[C@]4(C)[C@H](CC[C@@H]5[C@@]6(C)CCCNC(C)(C)[C@@H]6CC[C@]54C)[C@H]2[C@H]1OC3
15. CCOc1ccc(N(CCN(C)C)C(=O)C(c2ccccc2)c2ccccc2)cc1
16. Cc1cccc(C)c1NC(=O)NS(=O)(=O)c1ccccc1
17. NC(=O)c1c(NC(=O)COC(=O)C2COc3ccccc3O2)sc2c1CCCC2 (centres undefined)
18. CCCCN(CCCC)CC(O)c1ccc(F)c2ccccc12 (centres undefined)
19. O=c1[nH]c2c(s1)CCCC2CN1CCCCC1 (centres undefined)
20. CC1CC(=O)CC(C)(C#N)C1 (centres undefined)

compound no.,11,12,13,14,15,16,17,18,19,20
T-47D,100,94,84,2.5*,70,102,108,87,x,101
HS 578T,108,94,105,-9.1*,68,91,103,91,105,104
LOX IMVI,101,96,100,-95*,79,95,96,68,96,99
SK-MEL-5,102,96,101,-7.7*,86,101,109,76,100,107
MDA-MB-435,103,101,104,-80*,96,112,112,93,107,100
BT-549,100,103,97,76,93,106,104,99,73,100
SK-MEL-28,104,105,104,28,95,106,123,94,99,103
SK-MEL-2,108,97,94,11,91,112,97,100,97,106

21. Cc1c2ccccc2nc(CSc2ccccc2)[n+]1[O-]
22. Cc1ccc(C(=O)O)c(=O)[nH]1
23. Cc1nc2ccc(-c3ccccc3)cc2s1
24. CC(=O)NCC1(c2ccccc2)CCN(CC2COc3ccccc3O2)CC1 (centres undefined)
25. O=C(N/N=C/c1ccc(Cl)cc1)c1cnc2n(c1=O)CCCCC2
26. CCC(CC)CS(=O)(=O)Nc1ccc(C(=O)O)cc1
27. C=CCN=C(N)SCc1ccccc1
28. C=CCn1c(SCC(=O)Nc2ccc(Cl)cc2)nnc1-c1cc(-c2ccc(OC)cc2)nc2ccccc12
29. O=C(NNc1nc2cc(F)c(F)cc2n2cccc12)c1ncccn1
30. O=c1oc2ccccc2cc1C1=NN(c2ccccc2)C(c2cn(-c3ccccc3)nc2-c2ccccc2)C1 (centres undefined)

compound no.,21,22,23,24,25,26,27,28,29,30
T-47D,99,99,100&92,80,103,94,105,79,15,88
HS 578T,103,123,113&95,93,93,105,x,94,49,78
LOX IMVI,99,110,94&115,98,97,93,98,77,16,100
SK-MEL-5,101,107,51&53,104,97,102,100,87,-71*,88
MDA-MB-435,100,114,99&106,103,90,108,100,93,26,99
BT-549,103,x,108,98,104,110,109,110,37,90
SK-MEL-28,107,112,115&125,107,100,112,101,103,26,98
SK-MEL-2,98,107,102&123,96,106,89,110,102,35,112

31. CCCCN1CCCC[C@@H]1C(=O)N[C@H](C(=O)N(C)[C@H](CCc1nc(C(=O)N[C@@H](Cc2ccccc2)C[C@H](C)C(=O)OC)cs1)C(C)C)C(C)C
32. O=C(CCn1cc[n+](CC(=O)c2ccc(Cl)cc2)c1)Nc1cccc2cccnc12
33. Cc1ccc(O)c(O)c1
34. Cc1ccc(-c2nc(/C=C3/C(=O)N(C)c4ccc(F)cc43)c3ccccn23)cc1
35. CC(C)(O)CCc1ccc(O)cc1
36. O=C(NN1C(=O)CSC1c1ccc(Br)cc1)c1ccc(NC(=O)c2ccccn2)cc1 (centres undefined)
37. Cc1ccc(-c2csc(=N)n2CC(=O)N2CCN(c3ccccc3)CC2)cc1
38. CCCCCCCCSC1=CC(=O)C(OC)=C(OC)C1=O
39. O=C(O)c1ccc(-c2nn(-c3ccc(C(=O)O)cc3)cc2CO)cc1
40. CN1CCCC1=O

compound no.,31,32,33,34,35,36,37,38,39,40
T-47D,45,95,88,109,103,77,95,-77*,108,101
HS 578T,90,94,130,107,100,100,101,63,99,117
LOX IMVI,80,x,85,96,106,79,97,-49*,92,103
SK-MEL-5,54,99,97,96,94,91,100,4.8*,105,107
MDA-MB-435,-6.9*,101,98,111,103,92,92,7.6*,109,107
BT-549,52,101,73,100,94,100,110,69,94,111
SK-MEL-28,76,105,116,108,111,101,117,72,110,115
SK-MEL-2,68,100,105,115,103,92,117,26,93,x

41. CCOC(=O)C(O)c1ccc(OCc2ccccc2)cc1 (centres undefined)
42. CCOC(=O)c1cccc(NC(=O)CN2CCOCC2)c1
43. N#Cc1nccc2ccc(OCc3ccc(Br)cc3)cc12
44. O=NN(C(=O)Nc1ccccc1)c1ccccc1
45. O=C(/C=C/c1cn(-c2ccccc2)nc1-c1cccc(Nc2ccnc3cc(Cl)ccc23)c1)c1ccc2c(c1)OCO2
46. COc1ccc(-c2nnc(SC/C(=N\O)c3ccc(Cl)cc3)o2)cc1
47. C(=N\N=C\c1ccccc1)/c1ccccc1
48. CC1(C)Cc2nnsc2C2=C1C(=O)CCS2
49. COc1ccc(C2NC(=O)Nc3ccccc32)c(OC)c1 (centres undefined)
50. CC(CCC(=O)O)(c1ccc(OC(=O)Nc2ccc(-c3ccccc3)cc2)cc1)c1ccc(OC(=O)Nc2ccc(-c3ccccc3)cc2)cc1

compound no.,41,42,43,44,45,46,47,48,49,50
T-47D,85,107,94,99,93,74,113,100,91,84
HS 578T,102,108,90,x,105,95,107,98,95,97
LOX IMVI,101,99,90,83,94,92,93,94,103,72
SK-MEL-5,107,108,89,101,85,68,95,106,96,94
MDA-MB-435,98,108,97,111,70,103,102,107,101,90
BT-549,96,84,88,104,100,98,99,102,109,x
SK-MEL-28,108,114,102,108,83,99,102,102,x,116
SK-MEL-2,94,75,101,92,x,107,107,106,102,x

51. CCCCCCCCCCCCCCCCCC(=O)Oc1ccc(OCc2ccccc2)cc1
52. COC(=O)c1sc(-c2ccc(OC)cc2)cc1O
53. CCCCCCCCCCCCn1c(C)nc2ccccc21
54. Cc1ccc[n+](CCC[n+]2cccc(C)c2)c1
55. NC1=NN=C(N)C1=Cc1cc2ccccc2n2nnnc12
56. Cc1[nH]n(-c2cccc(Cl)c2)c(=O)c1/C=C1\C=Nc2ccc(Br)cc21
57. C#CCSc1nnnn1-c1ccccc1
58. CC(=O)/C(=C/N1C(=O)CC(=O)NC1=S)C(=O)Nc1ccccc1C
59. COc1cccc(/C=C2\Oc3ccc(O)c(-c4ccccc4)c3C2=O)c1
60. Cc1ccc(Cc2cnc(NC(=O)C3=NCCCN3)s2)cc1

compound no.,51,52,53,54,55,56,57,58,59,60
T-47D,100,102,43,104,88,-47*,40,91,x,93
HS 578T,135,106,115,96,95,0.7*,102,97,94,107
LOX IMVI,96,105,35,102,85,4.2*,95,97,69,96
SK-MEL-5,103,97,38,100,101,60,91,96,90,98
MDA-MB-435,x,92,65,114,108,44,85,105,73,99
BT-549,78,120,83,101,95,41,77,98,90,93
SK-MEL-28,107,102,94,111,116,71,100,106,95,105
SK-MEL-2,125,118,77,113,102,73,x,116,108,106

61. COc1cc(F)c(F)c(Nc2ccc(I)cc2F)c1NS(=O)(=O)C1(C[C@H](O)CO)CC1
62. CCOC(=O)/C=C/c1cccc2c1C(=O)NC(C)(c1cc3cc4ccccc4cc3oc1=O)N2 (centres undefined)
63. COC(=O)c1c2c(c(C)[n+]([O-])c1C)C(=O)C=C(NCc1ccc(F)c(F)c1)C2=O
64. c1ccc(C(c2ccccc2)[n+]2ccccc2)cc1
65. C/C(=C(/c1ccc(O)cc1)c1ccc(OCCN(C)C)cc1)c1ccc(Cl)cc1
66. COc1ccccc1N=Nc1cc(S(=O)(=O)O)c2ccccc2c1O
67. C=CC(=O)Nc1nc(-c2cccc(NS(=O)(=O)c3cccc4c(N(C)C)cccc34)c2)cs1
68. O=C(Nc1ccccc1)Oc1ccc[nH]c1=O
69. CCC(C)NC(=S)SCC(NC(=O)CCC(N)C(=O)O)C(=O)NCC(=O)O (centres undefined)
70. Cc1ccc(-c2ccccc2C(=O)O)cc1

compound no.,61,62,63,64,65,66,67,68,69,70
T-47D,23,66,-42*,97,31,113,0.3*,86,111,87
HS 578T,x,57,-20*,109,47,113,-0.6*,153,119,87
LOX IMVI,12,54,-73*,92,-22*,99,-95*,94,99,97
SK-MEL-5,19,95,-100*,102,43,106,-88*,99,101,109
MDA-MB-435,24,75,-92*,95,28,116,-92*,109,105,104
BT-549,62,66,-97*,112,74,106,-76*,104,100,114
SK-MEL-28,3.1*,76,-19*,107,-74*,101,-94*,129,113,132
SK-MEL-2,x,73,-50*,x,x,109,-63*,113,106,100

71. Cc1ccc(NC(=O)NNC(=O)/C=C/c2cn(-c3ccccc3)nc2-c2ccc(Cl)cc2)cc1
72. CC(=O)OC(C(=O)NC(C(=O)O)C(C)C)c1ccccc1 (centres undefined)
73. C=C1C(=O)O[C@H]2[C@H]1CC/C(Cn1cc(CNC(=O)Cc3cn(C(=O)c4ccc(Cl)cc4)c4ccc(OC)cc34)nn1)=C\CC[C@@]1(C)O[C@@H]21
74. COc1cc(/C=N\NC(=O)CN2CCN(c3cc4c(cc3F)c(=O)c(C(=O)N/N=C/c3ccc(O)c(OC)c3)cn4C3CC3)CC2)ccc1O
75. COc1ccc2[nH]cc(-c3cc(N)n4nc(-c5c[nH]c6ccc(OC)cc56)cc4n3)c2c1

compound no.,71,72,73,74,75
T-47D,87,93,-62*,-1.6*,-22*
HS 578T,103,111,25,64,121
LOX IMVI,95,95,-82*,8.6*,-64*
SK-MEL-5,102,110,49,57,3.1*
MDA-MB-435,99,106,-63*,55,-81*
BT-549,97,118,-3.9*,56,105
SK-MEL-28,105,x,-57*,80,-69*
SK-MEL-2,103,x,17,68,72

# Part of the list above, with bars between the fields:
item | mol | T-47D | HS 578T | LOX IMVI | SK-MEL-5 | MDA-MB-435 | BT-549 | SK-MEL-28 | SK-MEL-2
59 | COc1cccc(/C=C2\Oc3ccc(O)c(-c4ccccc4)c3C2=O)c1 | x | 94 | 69 | 90 | 73 | 90 | 95 | 108
60 | Cc1ccc(Cc2cnc(NC(=O)C3=NCCCN3)s2)cc1 | 93 | 107 | 96 | 98 | 99 | 93 | 105 | 106
61 | COc1cc(F)c(F)c(Nc2ccc(I)cc2F)c1NS(=O)(=O)C1(C[C@H](O)CO)CC1 | 23 | x | 12 | 19 | 24 | 62 | 3.1* | x
62 | CCOC(=O)/C=C/c1cccc2c1C(=O)NC(C)(c1cc3cc4ccccc4cc3oc1=O)N2 (centres undefined) | 66 | 57 | 54 | 95 | 75 | 66 | 76 | 73
63 | COC(=O)c1c2c(c(C)[n+]([O-])c1C)C(=O)C=C(NCc1ccc(F)c(F)c1)C2=O | -42* | -20* | -73* | -100* | -92* | -97* | -19* | -50*
64 | c1ccc(C(c2ccccc2)[n+]2ccccc2)cc1 | 97 | 109 | 92 | 102 | 95 | 112 | 107 | x
65 | C/C(=C(/c1ccc(O)cc1)c1ccc(OCCN(C)C)cc1)c1ccc(Cl)cc1 | 31 | 47 | -22* | 43 | 28 | 74 | -74* | x
66 | COc1ccccc1N=Nc1cc(S(=O)(=O)O)c2ccccc2c1O | 113 | 113 | 99 | 106 | 116 | 106 | 101 | 109
67 | C=CC(=O)Nc1nc(-c2cccc(NS(=O)(=O)c3cccc4c(N(C)C)cccc34)c2)cs1 | 0.3* | -0.6* | -95* | -88* | -92* | -76* | -94* | -63*
68 | O=C(Nc1ccccc1)Oc1ccc[nH]c1=O | 86 | 153 | 94 | 99 | 109 | 104 | 129 | 113
69 | CCC(C)NC(=S)SCC(NC(=O)CCC(N)C(=O)O)C(=O)NCC(=O)O (centres undefined) | 111 | 119 | 99 | 101 | 105 | 100 | 113 | 106
70 | Cc1ccc(-c2ccccc2C(=O)O)cc1 | 87 | 87 | 97 | 109 | 104 | 114 | 132 | 100
71 | Cc1ccc(NC(=O)NNC(=O)/C=C/c2cn(-c3ccccc3)nc2-c2ccc(Cl)cc2)cc1 | 87 | 103 | 95 | 102 | 99 | 97 | 105 | 103
72 | CC(=O)OC(C(=O)NC(C(=O)O)C(C)C)c1ccccc1 (centres undefined) | 93 | 111 | 95 | 110 | 106 | 118 | x | x
73 | C=C1C(=O)O[C@H]2[C@H]1CC/C(Cn1cc(CNC(=O)Cc3cn(C(=O)c4ccc(Cl)cc4)c4ccc(OC)cc34)nn1)=C\CC[C@@]1(C)O[C@@H]21 | -62* | 25 | -82* | 49 | -63* | -3.9* | -57* | 17
74 | COc1cc(/C=N\NC(=O)CN2CCN(c3cc4c(cc3F)c(=O)c(C(=O)N/N=C/c3ccc(O)c(OC)c3)cn4C3CC3)CC2)ccc1O | -1.6* | 64 | 8.6* | 57 | 55 | 56 | 80 | 68
